Epigenetic reg: regulators of epigenetic silencing causing reporter derepression in mouse cells. murine LDR cells, GFP reporter derepression, 30 h. Potency, µM (series often up to 53.9 µM), for the others: top-dose GFP activation, hits mostly activators. 0.2% of 280,000 active; also: potency is read from the fitted curve at half-maximal effect; % of control where 0% means no effect; nearly all actives have a fitted effect of over 60% in size
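Reporter derepression read as number of fluorescent GFP-positive objects, 20-120 um in size, counted by laser-scanning cytometer. Mouse LDR line with an epigenetically silenced CMV-GFP locus; compound incubation 30 h, 37 C.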
IMPase Li inh: IMPase inhibition in cells with lithium potentiation; Potency, µM (highest dose often 59.4 µM), for inactives: top-dose activity, negative = IMPase inhibition, most hits filed as inhibitors; CHO-M1 cells, IP1 TR-FRET (IP-One), carbachol + lithium; 0.35% of 210,000 active;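 also: IP1 builds up when IMPase is blocked and the TR-FRET signal falls; potency is read from the fitted curve at half-maximal effect; plate controls were basal vehicle for no effect and high inhibitor control for full effect; nearly all actives have a fitted effect of over 50% in size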
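IP1 accumulation measured by competitive TR-FRET in lysed CHO-M1 cells after 30 min compound exposure at 37C, with a small lithium addition to potentiate weak responses. Hill-equation AC50 from ratio and donor-channel data.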
NPSR antagonist: blocks cAMP signaling of the human neuropeptide S receptor. Q6W5P4. CHO-NPSR cells, cAMP TR-FRET, antagonist mode. Potency, µM (doses to about 38.3 µM), without a hit: at the top dose activity change, negative = inhibition, most hits filed as inhibitors. 1% of 220,000 active. AID 1461; also: potency is read from the fitted curve at half-maximal effect; % is scaled to controls: 0 for no effect and ±100 for the full control effect; nearly all actives have a fitted effect of over 50% in size; many of its hits are not listed in these tables
Target sequence (Q6W5P4 whole entry, looked up): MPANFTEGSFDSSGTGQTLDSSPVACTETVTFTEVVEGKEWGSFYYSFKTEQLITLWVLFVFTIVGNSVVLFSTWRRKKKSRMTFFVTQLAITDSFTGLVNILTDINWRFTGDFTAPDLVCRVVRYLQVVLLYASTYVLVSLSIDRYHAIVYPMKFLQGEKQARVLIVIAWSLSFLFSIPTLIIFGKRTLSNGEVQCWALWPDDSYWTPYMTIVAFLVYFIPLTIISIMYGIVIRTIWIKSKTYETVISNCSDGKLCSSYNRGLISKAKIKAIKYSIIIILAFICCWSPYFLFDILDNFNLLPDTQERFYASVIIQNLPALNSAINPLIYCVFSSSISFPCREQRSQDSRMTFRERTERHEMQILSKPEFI
KinaseGlo FLuc: counter-screen: inhibitors of Kinase-Glo firefly luciferase | 0.28% of 200,000 active | Potency, µM (highest dose often 38.3 µM), without a hit: top-dose activity change, negative = inhibition, most hits filed as inhibitors | AID 1379 | Kinase-Glo luciferase, ATP luminescence, 8 min; also: potency is read from the fitted curve at half-maximal effect; % is scaled to controls: 0 for no effect and ±100 for the full control effect; nearly all actives have a fitted effect of over 60% in size
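Compounds were added to a substrate mix at pH 7.2 (50 mM imidazole, 10 uM ATP, within the enzyme's linear range), followed by Kinase-Glo detection reagent; luminescence was measured after 8 minutes at ambient temperature.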
GLA spleen mod: alpha-galactosidase A (human) modulation | P06280 | human spleen homogenate, 4MU-alpha-Gal fluorescence, 40 min | 0.008% of 240,000 active | Potency, µM (doses to about 80 µM), without a hit: at the highest dose activity change, negative = inhibition, most hits filed as inhibitors;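 also: potency is read from the fitted curve at half-maximal effect; 0% = enzyme with vehicle and -100% = no enzyme basal signal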
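Spleen homogenate 1 ug + cpd (titration) + 4-MU-alpha-D-galactopyranoside 1 mM; 37C 40 min; 50 mM citrate/phosphate pH 5.0, 0.01% Tween-20; stop pH 10; fluorescence 365/440; AC50 via Hill.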
CBFb RUNX1 block: blocks binding between human CBF-beta and RUNX1; AlphaScreen CBFb-His/RUNX1-biotin binding, biochemical; Potency, µM (top dose mostly 59.8 µM), for the others: at the top dose activity, negative = inhibition, usual class: inhibitors; 230,000 tested, under 10 active; AID 1477; also: % of control where 0% means no effect
Target sequence (Q01196 whole entry, looked up): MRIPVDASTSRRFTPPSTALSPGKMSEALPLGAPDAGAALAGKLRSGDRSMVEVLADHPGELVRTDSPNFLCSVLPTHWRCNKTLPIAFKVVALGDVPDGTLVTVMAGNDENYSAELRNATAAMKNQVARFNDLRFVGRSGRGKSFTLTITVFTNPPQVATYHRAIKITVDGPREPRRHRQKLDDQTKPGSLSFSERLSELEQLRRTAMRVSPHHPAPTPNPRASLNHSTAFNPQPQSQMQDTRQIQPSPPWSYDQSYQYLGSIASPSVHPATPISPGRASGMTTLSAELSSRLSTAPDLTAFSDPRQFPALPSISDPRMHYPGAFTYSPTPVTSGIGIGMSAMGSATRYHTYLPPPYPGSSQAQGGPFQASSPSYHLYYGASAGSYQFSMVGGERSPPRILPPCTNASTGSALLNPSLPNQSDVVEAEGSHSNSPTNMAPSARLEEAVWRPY
Target sequence (Q13951 whole entry, looked up): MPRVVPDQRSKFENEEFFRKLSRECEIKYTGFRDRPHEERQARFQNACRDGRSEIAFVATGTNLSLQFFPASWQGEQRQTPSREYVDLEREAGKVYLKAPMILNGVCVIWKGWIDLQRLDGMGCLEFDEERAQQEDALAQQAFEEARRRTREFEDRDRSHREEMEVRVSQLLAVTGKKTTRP
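His-tagged CBF-beta and biotinylated RUNX1 (30 nM each) were premixed 20 min at room temperature, exposed to compound for 15 min, then given nickel-chelate and streptavidin AlphaScreen beads (50 ng each). After 90 min, AlphaScreen signal was read.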
LMNA splice mod: changes lamin A minigene splicing in HeLa cells; HeLa LMNA splicing GFP/RFP minigene ratio, 48 h; Potency, µM (top dose mostly 46.1 µM), for the others: at the top dose ratio change, negative = inhibition, hits mostly inhibitors; 0.01% of 200,000 active; active = well fitted inhibition curve with a large enough effect in the signal ratio, with a control signal flat, not every such curve was filed as active; inconclusive = small, poorly fitted or top-dose-only effect, or effect the other way, or a change in a side signal; the % refers to the signal ratio; also: potency is read from the fitted curve at half-maximal effect; % is scaled to controls: 0 for no effect and ±100 for the full control effect
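S3 HeLa stable clones carrying a lamin A-EGFP splicing minigene plus DsRed2 were seeded at 600 cells/well in Opti-MEM with 2% FBS, pin-dosed and incubated 48 h at 37°C. Acumen cytometry (488 nm) gave the GFP/RFP total-intensity ratio.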
An asterisk follows results filed as active; ? = inconclusive; / = not tested or not shown; [ ] = another dose, or the depositor's remark. Unless noted, calls follow the shape of the dose curve; as a rule, active = well fitted curve in the direction sought with a large enough effect; inconclusive = small, poorly fitted or top-dose-only effect, or another doubt; inactive = no such curve, though single readings can be large; an effect the other way counts as inactive or inconclusive.

SMILES	Epigenetic reg	IMPase Li inh	NPSR antagonist	KinaseGlo FLuc	GLA spleen mod	CBFb RUNX1 block	LMNA splice mod
NC(=O)CN(c1ccc(Cl)cc1)S(=O)(=O)c1ccccc1	0.3%	-9%	8%	17%	-2%	15%	?
O=C1N=C(N2CCCC2)CN1c1ccccc1	-1.0%	8%	6%	-1%	4%	4%	5%
Cc1cccc(C2Nc3ccccc3C(=O)N2NC(=O)c2ccc([N+](=O)[O-])cc2)n1 (stereo not given)	0.2%	-9%	0%	0%	6%	1%	0%
COc1ccccc1NCC(=O)Nc1cc(S(=O)(=O)N2CCOCC2)ccc1N1CCOCC1	-3.5%	3%	-12%	0%	0%	-5%	/
COc1ccc(/C=C(\C#N)C(=O)Nc2cccc3ncccc23)cc1OC	0.0%	/	-7%	/	13%	7%	/
CC(CN1CCNCC1)(NS(=O)(=O)c1ccccc1)c1ccccc1 (stereo not given)	-1.0%	29%[38.3 µM]	1%[46.1 µM]	-1%	-3%	-3%	9%
CCC(C)C(=O)Nc1cc(C(=O)OC)ccc1C(=O)OC (stereo not given)	4.3%	21%[38.3 µM]	-5%[46.1 µM]	-1%	-4%	8%	?
Cc1cc(C)c2nc(Cl)c(C3NC(=O)c4ccccc4N3)cc2c1 (stereo not given)	13%	6%	-6%	2%	-2%	0%	-6%[46 µM]
CCOC(=O)C1C2C=CC3(CN(Cc4ccccc4)C(=O)C13)O2 (stereo not given)	-1.1%	-2%	17%	2%	-5%	9%	15%[46 µM]
Cc1cccc(NC(=S)N(C)C2(c3ccccc3Cl)CCCCC2=O)c1 (stereo not given)	2.1%	72%[activator][38.3 µM]	?	-2%	-2%	-1%	-16%
COc1ccc(-n2cc(CNCCc3nc(C)cc(C)n3)c(-c3ccccc3Cl)n2)cc1	2.9%	6%	-9%	-4%	-3%	-3%	/
Cc1ccc(-n2nnnc2SCC(=O)N2CCN(C(=O)c3ccco3)CC2)c(C)c1	-11%	14%[38.3 µM]	-5%[46.1 µM]	-1%	-2%	8%	-17%
CN(CCNC(=O)c1ccc(N2CCCC2=O)cc1)CCc1ccccc1	-1.0%	4%	7%[46.1 µM]	-3%	1%	-2%	-9%
CCC(C)NS(=O)(=O)c1ccc(OCC(=O)NCc2cccnc2)cc1 (stereo not given)	-0.1%	22%[38.3 µM]	-15%[46.1 µM]	-5%	-2%	0%	5%
CC(C)(C)n1nc2c(c1NC(=O)c1cccc(C(F)(F)F)c1)CS(=O)C2 (stereo not given)	0.0%	-24%[38.3 µM]	9%[46.1 µM]	1%	-2%	5%	1%
COc1ccc(-c2noc(CCC(=O)N3CCN(c4cccc(C(F)(F)F)c4)CC3)n2)cc1	0.9%	32%[activator][38.3 µM]	?	-2%	-9%	2%	-23%
COC(=O)C1=C(C)NC(=O)/C1=C\N(C)C	-2.5%	6%	7%	-3%	-1%	1%	/
CCOC(=O)c1sc2nc(CN3CCN(c4cccc(C(F)(F)F)c4)CC3)[nH]c(=O)c2c1C	-0.9%	/	5%[46.1 µM]	/	4%	-16%	-11%
CCC(C)(C)n1nnnc1C(c1cccc(C#N)c1)N1CCN(c2cccc(C)c2C)CC1 (stereo not given)	0.2%	6%[38.3 µM]	?	0%	2%	3%	?
COc1cccc(CN2C(=O)c3ccccc3C2C(=O)NCC2CCCO2)c1 (stereo not given)	-1.3%	25%[38.3 µM]	-11%[46.1 µM]	0%	-4%	2%	1%
COc1ccc(OC)c(C2SCCN2S(C)(=O)=O)c1 (stereo not given)	-0.8%	27%[38.3 µM]	0%[46.1 µM]	-2%	-17%	0%	-1%
O=C1S/C(=C/c2ccccc2)C(=O)N1CC(O)Cn1c2ccccc2c2ccccc21 (stereo not given)	1.0%	4%	-4%	3%	6%	-14%	?
CCOc1cc(C(=S)N2CCCC2)ccc1OC(=O)Cc1ccc(F)cc1	2.9%	-1%	3%	1%	3%	8%	/
CCc1c(C)nc(SC)n(CC#N)c1=O	0.4%	50%[activator][38.3 µM]	4%[46.1 µM]	3%	3%	4%	4%
CSc1ncc(Cl)c(C(=O)Nc2ccccc2Br)n1	1.1%	/	5%	/	0%	7%	/

Ordered by molar mass (high to low): part of the list above.
SMILES	Epigenetic reg	IMPase Li inh	NPSR antagonist	KinaseGlo FLuc	GLA spleen mod	CBFb RUNX1 block	LMNA splice mod
COc1ccc(-n2cc(CNCCc3nc(C)cc(C)n3)c(-c3ccccc3Cl)n2)cc1	2.9%	6%	-9%	-4%	-3%	-3%	/
O=C1S/C(=C/c2ccccc2)C(=O)N1CC(O)Cn1c2ccccc2c2ccccc21 (stereo not given)	1.0%	4%	-4%	3%	6%	-14%	?
CCC(C)NS(=O)(=O)c1ccc(OCC(=O)NCc2cccnc2)cc1 (stereo not given)	-0.1%	22%[38.3 µM]	-15%[46.1 µM]	-5%	-2%	0%	5%

Continuation.
SMILES	Epigenetic reg	IMPase Li inh	NPSR antagonist	KinaseGlo FLuc	GLA spleen mod	CBFb RUNX1 block	LMNA splice mod
CC(=O)NC12CC3CC(C1)CC(C(=O)OCC(=O)c1ccc4c(c1)OCCO4)(C3)C2	1.7%	19%[38.3 µM]	-17%[46.1 µM]	-4%	-3%	-5%	-10%
COC(=O)c1ccc(-c2noc(CN(Cc3ccncc3)CC3CCCO3)n2)cc1 (stereo not given)	0.0%	13%	-19%	-2%	0%	1%	?
COc1ccc(/C(C)=N/Nc2cc(C(F)(F)F)ccc2Cl)c(OC)c1	-1.1%	7%	-34%	-1%	-2%	13%	-9%
COc1ccc(NC(=O)COc2ccc(/C=N/n3c(C)nnc3C)cc2OC)cc1	-4.5%	-10%[38.3 µM]	-9%[46.1 µM]	2%	3%	-2%	-22%
CCCc1cc(NCCCn2ccnc2)n2nc(C)c(-c3ccccc3)c2n1	-1.4%	/	32%[7.67 µM]	/	-4%	-6%	/
O=C(Nc1cccc(S(=O)(=O)NC2=NCCCCC2)c1)c1cc(-c2ccccc2)nc2ccccc12	-1.9%	7%	2%	4%	4%	2%	-20%
CCCCCCc1cc2cc(-c3nnc(-c4ccccc4O)o3)c(=O)oc2cc1O	6.3µM*	-2%[38.3 µM]	-13%[46.1 µM]	-5%	0%	7%	?
CC(=O)N1N=C(c2ccc(C)o2)CC1c1ccc(F)cc1 (stereo not given)	-1.0%	6%	18%	1%	-1%	-8%	-15%
CN(CCCNC(=O)C1CCN(S(=O)(=O)N2CCC3(CC2)OCCO3)CC1)Cc1ccccc1	-0.2%	19%[38.3 µM]	-6%[46.1 µM]	-4%	1%	-2%	5%
Cc1ccc(C)c(-n2cc(CNCCc3cnccn3)c(-c3ccccc3)n2)c1	-1.2%	2%	41%	/	1%	7%	/
COc1ccc(Oc2ncc3nc(-c4cccc(C#N)c4)c(=O)n(Cc4cccc(OC)c4)c3n2)cc1	/	4%	/	/	5%	/	?
O=[N+]([O-])c1ccc2cn(-c3ccccc3)nc2c1	10.0%	-7%	-5%	-10%	-6%	-12%	?
C/C(=N/NC(=O)c1ccncc1)C1=C(O)CC(C)(C)CC1=O	-1.5%	5%	10%	-1%	2%	-8%	-2%[46 µM]
CCN(Cc1cc(=O)n2cc(Cl)c(C)c(Cl)c2n1)Cc1nc2ccccc2c(=O)[nH]1	-0.2%	24%	-19%	-1%	2%	1%	-12%[46 µM]
O=C(CSCc1ccc(Br)cc1)N1CCCC1	2.0%	-1%	-4%	0%	9%	7%	11%[46 µM]
COc1cc(Cl)c(C)cc1NC(=O)CCCn1c(=O)oc2ccccc21	-1.1%	2%	1%	-1%	-6%	1%	-19%
C=CCNc1nc(C(=O)OCC)nc2ccccc12	3.0%	-3%	33%	-3%	1%	10%	/
CCCCN(C)CC(O)Cn1cc(/C=C/C(=O)c2cccs2)c2ccccc21 (stereo not given)	1.3%	-4%	-8%[46.1 µM]	-2%	-1%	8%	?
COc1ccc(CNC(=O)COC(=O)/C=C/c2cccs2)cc1	3.4%	3%	5%	0%	0%	-7%	0%
O=C(c1ccc(F)cc1)N1CCN(C2CC3CCC2C3)CC1 (stereo not given)	4.6%	-6%[38.3 µM]	-1%[7.67 µM]	-4%	1%	-1%	0%
CCOC(=O)C1CCCN(C(=O)Cc2ccc(Cl)cc2)C1 (stereo not given)	3.3%	19%[38.3 µM]	-5%[46.1 µM]	2%	-2%	5%	15%
COc1ccc(-c2ccc(=O)n(CC(=O)NC3CCc4ccccc43)n2)cc1OC (stereo not given)	-1.8%	4%	5%	4%	6%	1%	-10%[46 µM]
Cc1ccc(/C=C/C(=O)Nc2nnc(C)s2)o1	1.1%	0%	-18%	1%	5%	10%	3%
COc1cc(/C=C/C(=O)OCC(=O)NC(=O)NC(C)(C)C)ccc1O	-1.8%	/	-5%	/	-5%	8%	/
Cc1cc(C)n(-c2ccc(Cl)c(C(=O)OCC(=O)N3CCCCC3C)n2)n1 (stereo not given)	0.6%	6%[38.3 µM]	-10%[7.67 µM]	14%	-3%	-2%	-1%

Overlap with the part before: two compounds; new compounds follow.
SMILES	Epigenetic reg	IMPase Li inh	NPSR antagonist	KinaseGlo FLuc	GLA spleen mod	CBFb RUNX1 block	LMNA splice mod
COc1cc(/C=C/C(=O)OCC(=O)NC(=O)NC(C)(C)C)ccc1O	-1.8%	/	-5%	/	-5%	8%	/
Cc1cc(C)n(-c2ccc(Cl)c(C(=O)OCC(=O)N3CCCCC3C)n2)n1 (stereo not given)	0.6%	6%[38.3 µM]	-10%[7.67 µM]	14%	-3%	-2%	-1%
CCCNC(=O)C(Cc1ccccc1)NS(=O)(=O)c1cccc2nsnc12 (stereo not given)	3.0%	15%[38.3 µM]	-11%[46.1 µM]	-3%	11%	0%	6%
CCCCNC(=S)N/N=C/c1ccc(OCC(=O)Nc2c(C)cc(C)cc2C)c(OC)c1	0.0%	0%	0%	3%	1%	-9%	-9%
CCCNC(=O)C1CC(c2cccc(F)c2)=NO1 (stereo not given)	-1.6%	/	16%	/	1%	5%	/
CC(C)c1ccc(N2CC(C)(C)C2=O)cc1	-4.0%	-4%	12%	-1%	0%	16%	8%[46 µM]
CCOC(=O)C1=C(C)NC(=O)NC1c1ccccc1Cl (stereo not given)	2.0%	13%[38.3 µM]	-1%[46.1 µM]	2%	4%	2%	7%
O=C(Nc1nsc(-c2ccccc2)n1)c1cccs1	-1.0%	16%[38.3 µM]	-16%[46.1 µM]	?	5%	11%	-14%
C=CCSc1nnc(NC(=O)Cn2cnc3c2c(=O)n(C)c(=O)n3C)s1	4.0%	?	6%	-4%	-4%	-12%	-17%[46 µM]
CCN1CC(CN(C)Cc2nc(-c3ccc(Cl)cc3)no2)CC1=O (stereo not given)	0.0%	9%	12%	-2%	-10%	-5%	/

Only part of the results is shown, so the mix of outcomes need not match the whole.
